# Source: PubChem
# DRD3 antagonist: blocks the human D3 dopamine receptor. D3R cells, DiscoveRx beta-arrestin luminescence, antagonist mode; active compounds read low. max response, negative = inhibition, %. actives 2.5% (n = 360,000). AID 652054; in the data active means max response below about -50%; inconclusive means no clear call, values can overlap the other calls; further: on the % scale 0 is the no-effect control and ±100 the full control effect; mostly tested at two doses, the higher about 12 µM
#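 Cells expressing the human receptor were seeded at 1500 cells/well, incubated overnight at 37 degrees C in 5% CO2, then exposed to library compounds with dopamine controls for 90 minutes at 37 degrees C before luminescent detection.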
# GLP1R cytotox: cytotoxicity in counter-screen for GLP-1R inverse agonists; Potency, µM (highest dose often 38.3 µM), for inactives: at the top dose activity change, negative = inhibition, most hits filed as inhibitors; actives 0.13% (n = 410,000); HEK293 cAMP-luciferase reporter cells, luminescence, 24 h;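 further: loss of luciferase light is scored as toxicity; potency means the concentration at half of the fitted maximal effect; on the % scale 0 is the no-effect control and ±100 the full control effect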
#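 A 23 nL compound transfer followed 12 hours of cell culture at 37 deg C; exposure then lasted 24 hr. Luciferase assay detection reagent was dispensed and plates read for luminescence after a 12 min room-temperature wait.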
# IL2 activator: IL-2 activation; IL-2 activation reporter assay, cell-based qHTS; stimulated with anti-CD3/CD4/CD28 beads; in transgenic mouse T cells; activation, % (series mostly up to about 46 µM); actives 0.065% (n = 360,000); AID 652025; in the data active means activation above about 50%; inconclusive means mostly about 30% to 49%; further: 0% is about no effect
#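 Unstimulated transgenic mouse T cells, 750 per well, received compound and, after 60 minutes, anti-CD3/anti-CD4 bead plus anti-CD28 stimulation. EGFP and DsRed were quantified after 18 hours.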
# GLP1R ag: GLP-1 receptor (human) agonism; P43220; HEK293 GLP-1R CRE-luciferase, luminescence, 4-6 h; cells express a hypersensitive GLP-1R form; Potency, µM (doses to about 45.6 µM), without a hit: at the highest dose activation, usual class: activators; actives 0.007% (n = 380,000); further: potency means the concentration at half of the fitted maximal effect; % of control where 0% means no effect
# GLP-1R inv ag: inverse agonists of human GLP-1 receptor. P43220. HEK293 GLP-1R CRE-luciferase, luminescence, 24 h; GLP-1R form is constitutively active. Potency, µM (doses to about 38.3 µM), for inactives: at the highest dose activity change, negative = inhibition, usual class: inhibitors. actives 1.6% (n = 410,000); further: potency means the concentration at half of the fitted maximal effect; on the % scale 0 is the no-effect control and ±100 the full control effect; nearly all actives have a fitted effect of over 55% in size
#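 Inverse agonists were sought by their lowering of basal cAMP reporter luciferase output in HEK293 cells stably carrying constitutively active human GLP-1R, after 24 h compound treatment.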
# WRN inhibitor: inhibitors of human WRN helicase; actives 0.46% (n = 360,000); AID 651768; Potency, µM (series often up to 114 µM), inactives show top-dose activity change, negative = inhibition, hits mostly inhibitors; WRN helicase unwinding, fluorescent forked duplex, kinetic; further: potency means the concentration at half of the fitted maximal effect; on the % scale 0 is the no-effect control and ±100 the full control effect; nearly all actives have a fitted effect of over 55% in size
# Target sequence (Q14191 whole entry, looked up): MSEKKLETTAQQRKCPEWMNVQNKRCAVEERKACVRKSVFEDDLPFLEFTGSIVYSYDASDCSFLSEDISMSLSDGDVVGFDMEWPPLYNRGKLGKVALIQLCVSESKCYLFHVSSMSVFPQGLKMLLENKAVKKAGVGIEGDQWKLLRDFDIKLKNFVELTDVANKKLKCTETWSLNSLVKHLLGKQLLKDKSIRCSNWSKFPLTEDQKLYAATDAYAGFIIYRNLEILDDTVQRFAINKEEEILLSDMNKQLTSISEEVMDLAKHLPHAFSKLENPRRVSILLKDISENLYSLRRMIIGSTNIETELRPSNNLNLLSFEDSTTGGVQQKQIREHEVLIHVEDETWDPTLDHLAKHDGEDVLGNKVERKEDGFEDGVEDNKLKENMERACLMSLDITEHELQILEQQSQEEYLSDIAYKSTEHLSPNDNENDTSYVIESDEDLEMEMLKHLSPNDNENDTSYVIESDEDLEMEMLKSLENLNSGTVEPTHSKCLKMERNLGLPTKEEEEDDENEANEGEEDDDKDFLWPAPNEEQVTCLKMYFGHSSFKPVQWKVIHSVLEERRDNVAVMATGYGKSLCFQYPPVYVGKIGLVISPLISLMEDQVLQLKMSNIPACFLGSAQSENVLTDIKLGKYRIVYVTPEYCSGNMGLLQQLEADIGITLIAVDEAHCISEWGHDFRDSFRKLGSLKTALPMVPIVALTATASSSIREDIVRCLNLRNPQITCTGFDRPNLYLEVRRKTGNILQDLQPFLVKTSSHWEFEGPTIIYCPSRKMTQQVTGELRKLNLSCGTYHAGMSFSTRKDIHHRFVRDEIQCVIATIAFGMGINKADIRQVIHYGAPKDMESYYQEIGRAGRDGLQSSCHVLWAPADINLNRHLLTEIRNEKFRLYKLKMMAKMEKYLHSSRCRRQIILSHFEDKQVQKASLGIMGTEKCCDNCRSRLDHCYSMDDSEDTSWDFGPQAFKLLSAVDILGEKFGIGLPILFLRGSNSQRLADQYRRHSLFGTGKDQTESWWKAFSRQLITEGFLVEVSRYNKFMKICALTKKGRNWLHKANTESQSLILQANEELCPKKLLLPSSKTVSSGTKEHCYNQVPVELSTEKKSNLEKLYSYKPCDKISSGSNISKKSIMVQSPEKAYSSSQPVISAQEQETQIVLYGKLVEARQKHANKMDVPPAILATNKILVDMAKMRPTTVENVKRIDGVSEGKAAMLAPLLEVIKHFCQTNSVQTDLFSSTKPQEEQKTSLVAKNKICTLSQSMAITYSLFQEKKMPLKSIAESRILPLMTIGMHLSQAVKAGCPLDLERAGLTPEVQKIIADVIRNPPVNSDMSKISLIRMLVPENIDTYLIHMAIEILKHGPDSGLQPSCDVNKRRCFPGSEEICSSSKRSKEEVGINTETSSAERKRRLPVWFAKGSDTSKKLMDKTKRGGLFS
#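 Enzyme (20 nM final) and test compound sit together 15 min at room temperature before substrate addition. Substrate is a single-forked duplex oligonucleotide (100 nM) labelled with fluorophore and quencher, with 2 mM ATP; helicase unwinding raises red fluorescence, read kinetically.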
# DRD3 agonist: agonists of human D3 dopamine receptor. P35462. D3R DiscoveRx beta-arrestin cells, luminescence, 90 min. max activation, %. actives 0.58% (n = 410,000); in the data active means max activation above about 30%; further: 0% is about no effect; mostly tested at two doses, the higher about 12 µM
#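 Cells at 1500/well, incubated overnight, then treated with pinned compounds (dopamine as control) for 90 min at 37 degrees C. DiscoveRx reagent added for 30 - 60 minutes at room temperature; luminescence read.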
# PLK1 PBD block: inhibitors of human PLK1 polo-box domain binding. Plk1 PBD binding of FITC phosphopeptide, fluorescence polarization. Potency, µM, inactives show max response, negative = inhibition, actives largely listed as inhibitors. AID 720504. actives 2.8% (n = 360,000); further: potency means the concentration at half of the fitted maximal effect; series mostly up to about 57 µM; on the % scale 0 is the no-effect control and ±100 the full control effect; nearly all actives have a fitted effect of over 65% in size
# PI5P4K alpha inh: PI5P4K alpha (human) kinase inhibition; actives 1.2% (n = 330,000); PI5P4Kalpha enzyme, ADP-Glo luminescence, 60 min; active compounds read low; P48426; max response, %; active means max response of -50% or lower; inconclusive means between -30% and -50%; inactive means -30% or higher; further: value at the top dose of about 77 µM; on the % scale 0 is the no-effect control and ±100 the full control effect
#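 Compounds were pin-transferred onto PI5P4Kalpha and substrate in HEPES pH 7.4 buffer with EGTA, CHAPS and 5% DMSO. ATP (5 microM final) started the reaction, which ran 60 minutes at room temperature before ADP-Glo detection.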
# * = called active by the depositor; ? = inconclusive; · = no result given; [ ] = dose if it differs, or a comment. Unless noted, the call rests on the fitted dose curve; in most records, active means well fitted curve in the direction sought with a large enough effect; inconclusive means small, poorly fitted or top-dose-only effect, or another doubt; inactive means no such curve, though single readings can be large; an effect the other way counts as inactive or inconclusive.
SMILES,DRD3 antagonist,GLP1R cytotox,IL2 activator,GLP1R ag,GLP-1R inv ag,WRN inhibitor,DRD3 agonist,PLK1 PBD block,PI5P4K alpha inh
COC(=O)CC1Oc2ccc(Cl)cc2-n2cc(-c3ccc(C)cc3)nc21 (stereo unspecified),·,5%,·,3%,-12%,·,-15,·,·
Cc1ccc(OCc2nnc(N)s2)cc1C,2,-10%,-2.8,0%,7%,-2%,-6,?,-11
CCOC(=O)c1nnc(-c2ccc(C)cc2)nc1Oc1ccc(Cl)cc1Cl,20,-38%,0.2,0%,-15%,-28%,6,-15%,-17
CC(C)CNS(=O)(=O)c1ccc(CC(C)C)cc1,?,5%,-0.1,5%,?,-13%,-2,-6%,-11
COc1cccc(CN(C)C(=S)Nc2ccc(C)c(C)c2)c1,0,-23%,-2.2,7%,?,-4%,-6,-2%,-5
CCOc1ccc(OCC)c(S(=O)(=O)NCCOC23CC4CC(CC(C4)C2)C3)c1,13,-13%,-0.3,0%,4µM*,-15%,4,0%,12
Cc1ccc(Cl)cc1NS(=O)(=O)c1ccc2c(c1)NC(=O)C(C)C(=O)N2 (stereo unspecified),43,-2%,0.9,-6%,13%,-6%,7,-4%,1
CC(NS(=O)(=O)c1ccc2c(c1)OCCCO2)C(=O)O (stereo unspecified),8,-27%,-0.2,-10%,2%,1%,1,6%,-2
O=C(O)c1cc(S(=O)(=O)Nc2cc(Cl)ccc2Oc2ccccc2)ccc1O,4,-16%,-0.2,-7%,?,2%,-2,?,-12
Cc1cnc(C(=O)OCC(=O)Nc2ccccc2[N+](=O)[O-])cn1,14,-6%,-0.9,0%,8%,-10%,9,-3%,9
CC#CC(=O)N1CCC(CCC(=O)N(C)Cc2ccccc2)CC1,-2,-25%,1.8,4%,1%,3%,-1,0%,-10
CCOc1cc(NS(=O)(=O)c2ccc(NC(C)=O)cc2)c(OCC)cc1NC(=O)C(C)C,9,-8%,-0.2,7%,-5%,1%,9,-2%,·
COCCCn1c(=O)/c(=C\c2ccccc2OC(F)F)s/c1=C(/C#N)C(=O)N1CCOCC1,-10,5%[7.66 µM],2.0,17%,-5%[7.66 µM],-2%,-6,-3%,-6
O=C(Nc1ccccc1)C1CCCN1C(=O)NCc1ccccc1 (stereo unspecified),5,2%,-2.7,4%,18%,6%,9,-6%,-8
Cc1ccc(C)c(N2CCN(C(=O)c3ccc(NC4=NC5CS(=O)(=O)CC5S4)cc3)CC2)c1 (stereo unspecified),14,1%,-1.4,-3%,-7%,3%,-3,-8%,1
Fc1ccc(C(CCNCc2ccccn2)c2ccc(Cl)cc2)cc1 (stereo unspecified),?,?,-5.9,4%,?,6%,-31,5%,0
CC1Cc2cc(/C(O)=C3/C(=O)C(=O)N(CCCn4ccnc4)C3c3ccc(F)cc3)ccc2O1 (stereo unspecified),-1,-7%,-3.0,-3%,4%,0%,-1,-19%,-7
CC(=O)Nc1ccc(NC(=O)C(C)OC(=O)c2c(C)nn(-c3ccccc3)c2Cl)cc1 (stereo unspecified),6,-18%,-1.3,21%,5%,-3%,5,2%,3
Cc1ccc(Nc2cc(C)nc3ncnn23)cc1,-12,-2%,0.7,-5%,16%,-32%,-7,-12%,-6
COC(=O)c1sccc1NC(=O)c1cc(OC)c(OC)c(OC)c1,7,0%,-2.4,1%,4%,2%,18,0%,·
O=C(O)c1cnc(-c2ccccc2)nc1Sc1ccccc1,?,23%,-0.7,-8%,1%,-10%,-5,?,7
CCOC(=O)CN(C)C(=O)CCc1nnc(-c2ccsc2)o1,-7,2%,0.0,8%,59%[activator],4%,18,-9%,-7
Cc1ccc(S(=O)(=O)N(C)Cc2ccc(-c3nnco3)cc2)cc1,20,-9%,0.4,-7%,-1%,-8%,5,-5%,-9
CCOC(=O)[C@H]1[C@H]2COc3ccc(Cl)cc3[C@@H]2N2C(=O)c3cc(F)ccc3NC(=O)[C@@]12C,16,-4%,0.1,11%,?,-7%,1,-6%,-4
C=CCN1C(=O)C(CC(=O)Nc2ccc(OC)cc2)SC1=Nc1ccc(S(N)(=O)=O)cc1 (stereo unspecified),13,3%,-0.1,10%,-5%,9%,0,-4%,-2
SMILES,DRD3 antagonist,GLP1R cytotox,IL2 activator,GLP1R ag,GLP-1R inv ag,WRN inhibitor,DRD3 agonist,PLK1 PBD block,PI5P4K alpha inh
CCCCNC(=S)Nc1ccc2[nH]c(=O)[nH]c2c1,-2,0%[0.307 µM],1.3,4%,-3%[0.307 µM],-6%,2,-15%,11
O=C(COC(=O)CCS(=O)(=O)c1ccc(Cl)cc1)NCCc1ccc(Cl)cc1Cl,2,20%,-0.8,0%,1%,-3%,8,-4%,9
O=C(NC1CCCCC1)N1CCN(C2CCCCC2)CC1,-18,10%,-2.8,-2%,0%,-4%,-21,-10%,·
O=C(Nc1ccc(S(=O)(=O)Nc2ncccn2)cc1)c1ccc(Br)cc1,23,-19%,0.1,-3%,-2%,0%,3,-14%,0
CC(OC(=O)Cc1ccccc1[N+](=O)[O-])C(=O)NC(=O)NC1CCCCC1 (stereo unspecified),10,-1%,-1.4,8%,-28%,-9%,-16,-1%,2
CCCS(=O)(=O)NC(=O)C1(C)CCCN(C(=O)c2ccccc2C(F)(F)F)C1 (stereo unspecified),0,5%,0.8,-5%,6%,6%,2,2%,2
COc1ccc(C)cc1NC(=O)CCCNC(=O)Cn1cnc2sc(C)c(C)c2c1=O,-1,16%,-1.0,4%,-10%,1%,-14,-13%,-7
CCOc1ccc(NC(=O)CN2C(=O)c3ccccc3C2=O)cc1,-6,-16%,0.3,6%,13%,1%,3,0%,1
COc1ccc(C(CNC(=O)CN2C(=O)NC3(CCCC3)C2=O)N(C)C)cc1 (stereo unspecified),0,-17%,-3.0,3%,-3%,6%,-8,-17%,0
Cc1nnc(SCC(=O)N(C)CC(=O)Nc2ccc(F)cc2)n1Cc1ccccc1,-13,-2%,-2.1,0%,-17%,-8%,7,-14%,3
COCOCCn1cc(CN2CCS(=O)(=O)N(Cc3ccc(-c4ccc(Cl)cc4)cc3)C(CC(C)C)C2=O)nn1 (stereo unspecified),?,0%,-3.2,-1%,?,1%,-9,-12%,28
Cc1c(Cl)c(C(=O)N2CCCc3ccccc32)nn1C,8,-4%,-3.8,3%,0%,-4%,0,1%,-1
CCn1c(=O)c2c3c(sc2n(C)c1=O)CCC3,12,-9%,-2.2,-7%,32%[activator],-2%,14,-3%,·
COc1ccc(-c2nc3ccc(Cl)cn3c2Cc2cccc(F)c2)cc1OC,4,3%,-0.4,21%,-6%,-3%,9,3%,-3
COc1cc(OC)cc(C(=O)N2CCC(N3CCN(c4ccccc4)CC3)CC2)c1,-63*,3%,0.0,-7%,-40%,-10%,8,-3%,-4
COc1ccc([N+](=O)[O-])cc1NCC(=O)Nc1cccc(S(=O)(=O)N2CCCC2)c1,-7,-14%,-0.6,20%,-16%,-11%,-16,-2%,-4
CCCC(=O)Nc1cccc(NC(=O)c2ccc([N+](=O)[O-])cc2Cl)c1,3,-4%,-0.9,0%,-17%,-7%,4,2%,1
COc1ccc([N+](=O)[O-])cc1COc1cc(C)cc2oc(=O)cc(-c3ccccc3)c12,29,-6%,-1.3,2%,-9%,-29%[57.1 µM],-4,-11%,1
CC(NC(=O)c1ccco1)C(=O)O (stereo unspecified),21,-9%,0.2,-2%,10%,1%,3,?,-2
O=C(COC(=O)C1CCN(c2ccc(C(F)(F)F)cn2)CC1)Nc1ccc(Cl)cn1,-6,20%,-0.6,-1%,1%,-15%,-8,9%,8
COC(=O)c1cccc2nc3c(C(C)O)cccc3nc12 (stereo unspecified),-13,-4%,0.0,1%,18%,5%,-17,-5%,4
CCC1CC(C(=O)O)CC(=O)N1 (stereo unspecified),9,-5%,-0.3,12%,18%,-1%,3,-6%,-2
CCOC(=O)N1CCN(c2c(NC3CCN(Cc4ccccc4)CC3)c(=O)c2=O)CC1,-51*,-17%,-2.9,2%,2%,1%,-22,-12%,-5
CC(C)(C)Nc1nc(OCC#N)nc(N2CCCCC2)n1,-14,6%,0.5,6%,?,9%,-7,-8%,4
O=C(CCc1nc(-c2ccccc2F)no1)NCCN1CCOCC1,0,-3%,0.1,3%,1%,-6%,-14,1%,7
SMILES,DRD3 antagonist,GLP1R cytotox,IL2 activator,GLP1R ag,GLP-1R inv ag,WRN inhibitor,DRD3 agonist,PLK1 PBD block,PI5P4K alpha inh
O=C(NCCCn1ccnc1)C(=O)Nc1ccccc1,-17,14%,0.0,2%,4%,-4%,-4,30µM*,4
COc1ccccc1C(=O)NCc1ccco1,1,-5%,0.3,17%,21%,-5%,6,-8%,-6
O=C(Cn1c(=O)oc2cc(S(=O)(=O)N3CCCC3)ccc21)Nc1ccccc1Br,11,-3%,-6.6,5%,-16%,-6%,-5,1%,-6
Cc1cc(-c2nnco2)c(C)n1-c1ccccc1,-2,-10%,-3.9,3%,37%[activator],2%,-3,1%,-5
CNC(=O)c1nc[nH]c1C(=O)NC,11,-1%,0.5,-2%,17%,-8%,-3,-5%,-6
O=C(Nc1c(F)cc(F)cc1Br)c1cccnc1,-3,0%,-1.0,-1%,-4%,5%,-1,-2%,·
Cc1cc(C(=O)NCc2cc(C)n(C)n2)sc1-c1ccccc1,-9,-8%,-1.6,10%,-1%,0%,2,-9%,·
O=C(NCC[C@H]1CC[C@H](NS(=O)(=O)c2ccc(F)cc2)[C@@H](CO)O1)c1ccc2c(c1)OCO2,-11,4%,-0.5,·,12%,-2%,-9,-11%,0
CN(C)S(=O)(=O)N(CCN1CCOCC1)Cc1ccccc1F,-8,22%,-3.0,-9%,15%,5%,0,-22%,1

# Whole records from above. Order of screens: DRD3 antagonist | GLP1R cytotox | IL2 activator | GLP1R ag | GLP-1R inv ag | WRN inhibitor | DRD3 agonist | PLK1 PBD block | PI5P4K alpha inh
# O=C(Nc1c(F)cc(F)cc1Br)c1cccnc1 as listed: -3 | 0% | -1.0 | -1% | -4% | 5% | -1 | -2% | ·
# CN(C)S(=O)(=O)N(CCN1CCOCC1)Cc1ccccc1F as listed: -8 | 22% | -3.0 | -9% | 15% | 5% | 0 | -22% | 1
# Cc1cc(C(=O)NCc2cc(C)n(C)n2)sc1-c1ccccc1 as listed: -9 | -8% | -1.6 | 10% | -1% | 0% | 2 | -9% | ·

# Rows were taken by chance; about 7.8% have a hit in one of these screens.
